IEC-6 cytotox – cytotoxicity in IEC-6 intestinal epithelial cells, primary screen, cytotoxicity control for KLF5 inhibitor project, cell-based, luminescence; IEC-6 cytotoxicity, luminescence viability; inhibition, % at 5 µM; hit rate 0.78% among 290,000; AID 1825, 2009; in the data active = inhibition above about 22%;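 note: 0% = plate median of test compound wells and 100% = cytotoxic reference compound wells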
KLF5 inhibitor – KLF5 expression inhibitors, primary screen, DLD-1 cells, luminescence; DLD-1 KLF5 promoter-luciferase reporter; inhibition, % at 5 µM; hit rate 0.23% among 290,000;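 active = inhibition above a per-plate limit of that plate's mean compound inhibition plus 3 SD, cut at about 60% in these data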;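 note: 0% = DMSO wells and 100% = LY294002 at 200 µM; higher means less KLF5 promoter-driven luciferase light; inactives centre near -14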
Platelet DG rel – inhibitors of platelet dense granule secretion, primary screen, cell-based, MLPCN, human platelets | hit rate 0.22% among 300,000 | inhibition, %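 (compounds screened at 7.5 µM in platelet-rich plasma)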 | human platelet-rich plasma, SFLLRN dense granule ATP release, luminescence;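 active = mean replicate score, as percent of positive control, at or above 50; inconclusive = mean below 50 but at least one replicate at or above 50; inactive = mean and every replicate below 50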
HDAC3 inh – HDAC3 deacetylase inhibitors, primary screen, biochemical, fluorescence, cell-free homogeneous; recombinant HDAC3, fluorogenic peptide/trypsin coupled; Histone deacetylase 3 (Homo sapiens), O15379; AID 2718, 2010; hit rate 0.15% among 320,000; inhibition, % at 8.3 µM; in the data active = inhibition above about 26%, passing the limit was not always enough; inconclusive = no clear call, values can overlap the other calls
Target sequence (O15379 whole entry, looked up): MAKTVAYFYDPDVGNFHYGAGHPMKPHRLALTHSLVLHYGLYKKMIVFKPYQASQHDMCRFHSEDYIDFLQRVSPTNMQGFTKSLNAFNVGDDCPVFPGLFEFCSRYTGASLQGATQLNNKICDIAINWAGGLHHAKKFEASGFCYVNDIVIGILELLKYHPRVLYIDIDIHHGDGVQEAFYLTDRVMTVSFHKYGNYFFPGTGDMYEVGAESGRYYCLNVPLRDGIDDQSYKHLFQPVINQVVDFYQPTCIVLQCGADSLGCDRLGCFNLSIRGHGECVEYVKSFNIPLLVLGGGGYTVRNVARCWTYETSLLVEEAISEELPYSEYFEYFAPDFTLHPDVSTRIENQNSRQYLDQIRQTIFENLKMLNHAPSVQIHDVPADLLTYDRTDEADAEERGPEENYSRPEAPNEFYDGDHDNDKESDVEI
HIF act – HIF pathway transcriptional activators, primary screen, cell-based, U2OS HRE-luciferase, luminescence; hit rate 0.32% among 300,000; U2OS HRE-luciferase reporter; normalized: DMSO 0%, desferrioxamine 100%; activation, % at 7.5 µM (by protocol); AID 1910, 2009;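 active = mean activation of at least 10% of the iron chelator positive control signal, with at least half of replicates also reaching 10%; inconclusive = mean and replicate majority disagree about reaching 10%; inactive = mean and most replicates under 10%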
HSF1 inh – HSF1 inhibitors in luciferase reporter cells, primary screen, cell-based, NIH3T3, luminescence; AID 2098, 2009; NIH3T3-HGL HSE-luciferase, MG132-induced, luminescence 8 h; hits give low values; hit rate 0.77% among 300,000; activity change, negative = inhibition, % at 7.5 µM (by protocol);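 active = more than half of replicate wells show activity change below -50%, luminescence cut by over half; inconclusive = some wells, but at most half, below -50%; inactive = no replicate well below -50%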;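 note: luciferase reports HSF-1 transcriptional activity via heat shock element; 0% = median of DMSO wells and -100% = zero luminescence signal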
aSyn UTR inh – MLPCN primary screen, SNCA 5' untranslated region | alpha-synuclein 5'UTR reporter, inhibitor activity | inhibition, % (tested at 7.5 µM) | hit rate 0.82% among 300,000; in the data active = inhibition above about 60%; inconclusive = no clear call, values can overlap the other calls;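 note: H4 neuroglioblastoma cells stably carrying SNCA 5'UTR luciferase fusion; 0% = DMSO wells and 100% = positive control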
HSP90 refold inh – HSP90 inhibitors, primary screen, cell lysate, luminescence. hit rate 0.91% among 290,000. AID 1789, 2009. inhibition, % at 5.6 µM. Rabbit reticulocyte lysate, luciferase refolding luminescence, 3 h;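 active = inhibition above the screen-wide mean plus 3 SD, computed separately per campaign, cut at about 16% in these data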;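 note: 0% = DMSO wells and 100% = 60 µM geldanamycin wells; inhibitors lower the luminescence because luciferase stays unfolded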
HSF1 activator – HSF-1 activators, primary screen, NIH3T3-HGL cells, MG132 stress, luminescence, single point; NIH3T3-HGL HSF-1 luciferase reporter, 8 h; 100% = twice DMSO control signal; activation, % at 9 µM; hit rate 1.7% among 300,000; AID 504408, 2011;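 active = mean replicate activation of at least 50% with a set share of replicates each reaching 50%; inconclusive = only one of those two conditions met; inactive = mean below 50% and too few replicates reaching it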;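 note: 0% = median of the neutral control wells and 100% = twice that signal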
AI-2 QS mod – Vibrio harveyi AI-2 quorum sensing modulators, primary screen, JMH597 strain, luminescence/OD600 ratio; Vibrio harveyi JMH597 AI-2 luminescence/OD600 ratio, 9 h; hits give low values; strain lacks LuxN and CqsS sensors; 0 = neutral-control median; activity change, % at 7.5 µM; hit rate 0.4% among 300,000; in the data active = activity change below about -75%, passing the limit was not always enough; inconclusive = no clear call, values can overlap the other calls;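 note: luminescence divided by OD600 gain over 9 h not by final OD600 alone; inactives centre near 13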
The depositor's hits bear a star; ? = inconclusive; / = not tested or not shown.

SMILES | IEC-6 cytotox | KLF5 inhibitor | Platelet DG rel | HDAC3 inh | HIF act | HSF1 inh | aSyn UTR inh | HSP90 refold inh | HSF1 activator | AI-2 QS mod
O=C(NC1CCCC1)c1c(O)nc2sccn2c1=O | / | / | -18 | -1 | 0.2 | -7 | -3 | / | -16 | 31
COc1ccc2[nH]cc(CCN3C(=O)c4ccc(C(=O)O)cc4C3=O)c2c1 | 0 | -177 | 6 | 1 | 3.3 | 0 | -169 | 8 | 17 | 3
O=C(CN1CCN(c2ccccc2)CC1)c1c[nH]c2ccccc12 | 3 | -2 | -4 | -2 | 0.2 | 3 | 2 | 7 | -9 | -1
CC(=O)Nc1ccc(-c2nc3cc(Cl)ccc3o2)cc1 | 5 | -107 | 0 | -7 | 1.4 | 16 | -73 | -1 | 28 | 3
Cc1cc(-c2ccccc2)n(-c2ccc(C(=O)NC(C)C)cc2)n1 | 3 | -42 | 0 | 4 | -0.1 | 1 | -24 | -6 | -2 | 7
O=C(O)CCc1ccc(-c2cccs2)n1NC(=O)c1cccs1 | -5 | -20 | -3 | 0 | -0.4 | 38 | 2 | -4 | 27 | 8
CCN(CC)CCN(C)C(=O)c1ccc(OC2CCN(C(=O)C3CC3)CC2)cc1 | 2 | -45 | 5 | ? | 0.2 | -1 | 2 | -4 | 21 | 12
O=C1CC(c2nc3ccccc3[nH]2)CN1c1ccccc1 (stereo not drawn) | -2 | -20 | 1 | 0 | 0.4 | -5 | -21 | 1 | 26 | 13
COc1ccc(-c2c3c(=O)n(C)c(=O)n(C)c3cn2-c2ccc(O)cc2)cc1 | -1 | 6 | -1 | -41 | -0.2 | -8 | 7 | 0 | -15 | 32

A portion from the list above:
SMILES | IEC-6 cytotox | KLF5 inhibitor | Platelet DG rel | HDAC3 inh | HIF act | HSF1 inh | aSyn UTR inh | HSP90 refold inh | HSF1 activator | AI-2 QS mod
O=C(NC1CCCC1)c1c(O)nc2sccn2c1=O | / | / | -18 | -1 | 0.2 | -7 | -3 | / | -16 | 31
COc1ccc2[nH]cc(CCN3C(=O)c4ccc(C(=O)O)cc4C3=O)c2c1 | 0 | -177 | 6 | 1 | 3.3 | 0 | -169 | 8 | 17 | 3
O=C(CN1CCN(c2ccccc2)CC1)c1c[nH]c2ccccc12 | 3 | -2 | -4 | -2 | 0.2 | 3 | 2 | 7 | -9 | -1
CC(=O)Nc1ccc(-c2nc3cc(Cl)ccc3o2)cc1 | 5 | -107 | 0 | -7 | 1.4 | 16 | -73 | -1 | 28 | 3
Cc1cc(-c2ccccc2)n(-c2ccc(C(=O)NC(C)C)cc2)n1 | 3 | -42 | 0 | 4 | -0.1 | 1 | -24 | -6 | -2 | 7
O=C(O)CCc1ccc(-c2cccs2)n1NC(=O)c1cccs1 | -5 | -20 | -3 | 0 | -0.4 | 38 | 2 | -4 | 27 | 8
CCN(CC)CCN(C)C(=O)c1ccc(OC2CCN(C(=O)C3CC3)CC2)cc1 | 2 | -45 | 5 | ? | 0.2 | -1 | 2 | -4 | 21 | 12
O=C1CC(c2nc3ccccc3[nH]2)CN1c1ccccc1 (stereo not drawn) | -2 | -20 | 1 | 0 | 0.4 | -5 | -21 | 1 | 26 | 13

Screens (PubChem BioAssay)
